a7 integrin act = activates integrin-mediated alleviation for muscular dystrophy | alpha7betagal myoblasts, beta-gal FDG fluorescence, 48 h | Potency, µM (series often up to 38.3 µM), without a hit: top-dose activation, hits mostly activators | 0.064% of 350,000 active;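 also: potency is read from the fitted curve at half-maximal effect; 100% = response of the positive control SU9516; nearly all actives have a fitted effect of over 60% in size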
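alpha7betagal+/- myoblasts (passage 13, 250/well) treated 48 h at 37C with compounds at 1:260 dilution of DMSO stock. Lysed, then beta-galactosidase activity read as FDG fluorescence (ex 480/em 540) after 30 min, with pre-read for autofluorescence.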
Tb PFK inh = inhibitors of T. brucei phosphofructokinase; 0.17% of 330,000 active; AID 485367; O15648; T. brucei PFK, ADP-Glo luminescence; Potency, µM (top dose mostly 57.5 µM), for the others: at the top dose activity, negative = inhibition, hits mostly inhibitors;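 also: potency is read from the fitted curve at half-maximal effect; 0% = uninhibited 1x PFK enzyme wells and -100% = no-enzyme wells; nearly all actives have a fitted effect of over 60% in size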
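Activity is normalized to no-enzyme wells (full inhibition) and 1.25 nM enzyme wells (no inhibition). Reaction: 0.5 mM F6P, 0.1 mM ATP, 45 min RT, ADP-Glo luminescence; concentration-response curves fitted and classed by quality.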
PKM2 act = PKM2 (human) enzyme activation; 0.34% of 260,000 active; AID 1631; P14618; purified PKM2, Kinase-Glo ATP luminescence, activation; response scale: 0% is enzyme alone, no compound; Potency, µM (series often up to 57.5 µM), for inactives: top-dose activation, most hits filed as activators; also: potency is read from the fitted curve at half-maximal effect; % is scaled to controls: 0 for no effect and ±100 for the full control effect; nearly all actives have a fitted effect of over 55% in size
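Purified hPK-M2 (>95%) run at intermediate activity with 0.1 mM ADP and 0.5 mM PEP in 50 mM imidazole pH 7.2, KCl, MgCl2; 1 h room temperature. ATP formed read by Kinase-Glo luminescence; normalized to uninhibited and no-enzyme controls.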
BCR signal inh = inhibitors of chronic active B-cell receptor signaling | ABC-DLBCL IkBa-CBG/CBR reporter, luminescence ratio, 4 h | Potency, µM (highest dose often 46.1 µM), for inactives: top-dose ratio change, negative = lower green/red ratio, actives largely listed as inhibitors | 0.05% of 340,000 active | AID 493014; active = well fitted inhibition curve with a large enough effect in the signal ratio, with a control signal flat, not every such curve was filed as active; inconclusive = small, poorly fitted or top-dose-only effect, or effect the other way, or a change in a side signal; the % refers to the signal ratio;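 also: potency is read from the fitted curve at half-maximal effect; plate controls were basal doxycycline-induced cells for no effect and cells given 10 µM MG132 for full effect; MG132 reads +100%, hits lower the ratio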
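Doxycycline induced both beetle luciferases in TMD8 lymphoma cells; IKK-driven degradation limits the IkappaBalpha-fused green signal, while red luminescence normalises for cell number and nonspecific effects. Compounds tested up to 46 uM, 4 hrs.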
GALK inhibitor = inhibitors of human galactokinase; P51570; Purified GALK, Kinase-Glo residual ATP luminescence; Potency, µM (highest dose often 57.5 µM), for the others: at the top dose activity change, negative = inhibition, actives largely listed as inhibitors; 0.007% of 270,000 active; also: potency is read from the fitted curve at half-maximal effect; % is scaled to controls: 0 for no effect and ±100 for the full control effect
Target sequence (P51570 whole entry, looked up): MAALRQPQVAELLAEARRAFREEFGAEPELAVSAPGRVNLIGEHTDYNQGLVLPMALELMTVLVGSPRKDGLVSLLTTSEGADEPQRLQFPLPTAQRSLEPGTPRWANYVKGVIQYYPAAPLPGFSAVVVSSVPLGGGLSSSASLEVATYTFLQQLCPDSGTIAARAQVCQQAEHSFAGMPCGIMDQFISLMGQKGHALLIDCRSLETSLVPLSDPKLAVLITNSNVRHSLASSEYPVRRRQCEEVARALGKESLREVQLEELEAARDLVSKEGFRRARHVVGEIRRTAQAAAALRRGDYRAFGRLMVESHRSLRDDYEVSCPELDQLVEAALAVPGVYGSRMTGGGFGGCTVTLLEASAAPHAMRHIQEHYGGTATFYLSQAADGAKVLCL
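Galactose (100 uM) and ATP (35 uM) were turned over by 5 nM GALK for 1 h at RT. Kinase-Glo Plus then converted the remaining ATP into a luminescent signal.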
TSG101-PTAP inh = blocks PTAP/TSG101 interaction to inhibit HIV-1 budding; Q99816; Fluorescence polarization, FITC-PTAP peptide / Tsg101 binding; Potency, µM (highest dose often 115 µM), inactives show at the top dose activity change, negative = inhibition, usual class: inhibitors; 340,000 tested, under 10 active; AID 493005; active = well fitted inhibition curve with a large enough effect in the main read-out, with a control signal flat, not every such curve was filed as active; inconclusive = small, poorly fitted or top-dose-only effect, or effect the other way, or a change in a side signal; inactive = no such curve, though single readings can be large or run the other way; also: potency is read from the fitted curve at half-maximal effect; % of control where 0% means no effect
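Compounds were pin-transferred onto Tsg101 binding domain (10 uM final) in HEPES pH 7.5 buffer, then FITC-PTAP peptide was added at 50 nM final. After 20 min at RT, polarization reported peptide displacement across a qHTS concentration series.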
Giardia killer = Giardia lamblia killing | 0.15% of 340,000 active | activity change, % at 7.66 µM, hits read low | AID 540267 | Giardia lamblia trophozoite viability; in the data active = activity change below about -80%; inconclusive = between about -30% and that limit;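 also: parasites exposed to compound for two days anaerobically before the ATP read; % is scaled to controls: 0 for no effect and ±100 for the full control effect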
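Giardia lamblia trophozoites (100 cells/well) were incubated with compounds for 48 h at 37 deg C under anaerobic conditions. Viability was read as ATP content by one-step luminescence after 15-30 min at room temperature.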
Menin-MLL TR inh = menin-MLL binding inhibition, Texas Red mutant peptide; O00255; Menin + Texas Red MLL mutant peptide, fluorescence polarization; Potency, µM (titrated, usually from 61.6 µM), inactives show at the top dose FP activity change, negative = inhibition, actives largely listed as inhibitors; 0.23% of 270,000 active; active = well fitted inhibition curve with a large enough effect in the polarisation, with a control signal flat, not every such curve was filed as active; inconclusive = small, poorly fitted or top-dose-only effect, or effect the other way, or a change in a side signal; inactive = no such curve, though single readings can be large or run the other way; the % refers to the polarisation; also: potency is read from the fitted curve at half-maximal effect; % of control where 0% means no effect; many of its hits are not listed in these tables
B2AR arrestin = beta2AR (human) beta-arrestin recruitment activity. P07550. beta-arrestin recruitment to beta2AR, cell-based reporter. Potency, µM (titrated, usually from 46.1 µM), for the others: at the top dose activation, hits mostly activators. 0.02% of 330,000 active;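 also: potency is read from the fitted curve at half-maximal effect; 0% = DMSO controls and full agonism = EC100 isoproterenol or metaproterenol; nearly all actives have a fitted effect of over 65% in size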
ASM inhibitor = inhibitors of human secretory acid sphingomyelinase; P17405; placental ASM, HMU-PC fluorogenic substrate, 60 min; Potency, µM (doses to about 57.5 µM), inactives show at the top dose activity change, negative = inhibition, most hits filed as inhibitors; 0.006% of 340,000 active; also: potency is read from the fitted curve at half-maximal effect
Target sequence (P17405 47-631 limits assumed): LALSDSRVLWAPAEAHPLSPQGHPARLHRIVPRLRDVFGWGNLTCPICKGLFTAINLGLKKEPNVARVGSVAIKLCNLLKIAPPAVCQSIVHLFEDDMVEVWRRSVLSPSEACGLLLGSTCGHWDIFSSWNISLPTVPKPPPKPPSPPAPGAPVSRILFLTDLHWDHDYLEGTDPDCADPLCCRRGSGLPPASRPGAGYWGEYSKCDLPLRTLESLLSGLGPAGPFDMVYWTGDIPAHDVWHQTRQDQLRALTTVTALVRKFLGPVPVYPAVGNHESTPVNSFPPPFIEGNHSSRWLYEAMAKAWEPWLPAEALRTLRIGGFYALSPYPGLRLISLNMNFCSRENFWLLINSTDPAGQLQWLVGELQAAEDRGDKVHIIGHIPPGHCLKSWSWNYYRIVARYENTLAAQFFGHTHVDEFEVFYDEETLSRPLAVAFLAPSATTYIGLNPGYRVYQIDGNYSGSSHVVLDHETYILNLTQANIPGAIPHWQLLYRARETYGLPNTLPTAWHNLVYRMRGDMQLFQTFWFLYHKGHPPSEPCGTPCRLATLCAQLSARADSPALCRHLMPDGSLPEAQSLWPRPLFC
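Fluorogenic HMU-PC substrate (9 uM final) is turned over by placental ASM in 60 min at 37 C after a 10 min compound preincubation. Reaction ended by alkaline stop (pH 10), with fluorescence read at 386/447 nm.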
FBPA coupling cs = coupling enzyme interference in Giardia aldolase counter-screen | coupling enzyme system counterscreen, AmpLite Red fluorescence | 0.67% of 290,000 active | AID 2472 | activity change, negative = inhibition, % at 58.2 µM, hits read low; in the data active = activity change below about -30%; also: % is scaled to controls: 0 for no effect and ±100 for the full control effect
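Activity here indicates interference with the coupling reaction, not aldolase inhibition. Compounds at 57.5 uM final met coupling enzymes for 10 min at RT; substrate and AmpLite Red detection followed, with a 525/598 nm fluorescence read after 20 min.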
* hit, by the source's call; ? = inconclusive; . = not tested or not shown; & = joins results of further samples; ! = not confirmed by another sample; [ ] = remark or other dose. Unless noted, calls follow the shape of the dose curve; as a rule, active = well fitted curve in the direction sought with a large enough effect; inconclusive = small, poorly fitted or top-dose-only effect, or another doubt; inactive = no such curve, though single readings can be large; an effect the other way counts as inactive or inconclusive.

Second line of a record: a7 integrin act	Tb PFK inh	PKM2 act	BCR signal inh	GALK inhibitor	TSG101-PTAP inh	Giardia killer	Menin-MLL TR inh	B2AR arrestin	ASM inhibitor	FBPA coupling cs
- COc1ccccc1C1CN=NC12CCCc1ccccc1C2=O (stereo unspecified)
 : -11%	-1%	-1%	0%	2%	-9%	3	1%	0.3%	-3%	3
- COCCNc1oc(-c2ccc(F)cc2)nc1C#N
 : 17%	0%	-1%	?	3%	-3%	-12	3%	-4.0%	0%	1
- C=C(C)CSc1nc(N)cc(=O)[nH]1
 : 11%	1%	-1%	?	2%	-1%	9	8%	0.0%	3%	1
- CC(C)/C=N/Nc1nc(-c2ccc(Br)cc2)cs1
 : 6%	-7%	-7%	6%	.	-13%	-11	?	-0.5%	3%	-6
- COc1ccc(C2CC(O)(c3ccccc3)Oc3cc(OC)c(OC)c(OC)c32)cc1 (stereo unspecified)
 : 0%	16%	-3%	0%	0%	-9%	-9&3	33%[activator]	?	-6%	-39*!
- CCN(CC)C(=O)C(=O)N/N=C/c1ccc(C(=O)OC)cc1
 : -15%	4%	0%	-8%	-1%	0%	6	4%	-0.6%	-3%	-1
- c1ccc(CCNc2ncnc3scc(C4COc5ccccc5O4)c23)cc1 (stereo unspecified)
 : -26%	4%	0%	?	0%	1%	0	2%	-0.2%	-23%	-1
- Cc1ccc(S(=O)(=O)N2CC(=NN=C(N)N)C2)cc1
 : 8%	0%	-11%	?	-1%	-8%	2	0%	-1.0%	0%	0
- c1ccc2c3c([nH]c2c1)C1(CCCCC1)NCC3
 : -5%	-6%	-10%	-6%	3%	-1%	-22	3%	-0.4%	-3%	-1
- CCOC(=O)c1ccccc1NC(=O)COC(=O)CSCC(=O)Nc1cc(C)on1
 : -2%	-2%	.	1%	.	-5%	-7	.	-0.8%	1%	.

Second line of a record: a7 integrin act	Tb PFK inh	PKM2 act	BCR signal inh	GALK inhibitor	TSG101-PTAP inh	Giardia killer	Menin-MLL TR inh	B2AR arrestin	ASM inhibitor	FBPA coupling cs
- O=C(O)CCCCCNC(=O)/C=C/c1ccco1
 : 16%	4%	10%	-11%	1%	-4%	-8	-1%	0.4%	2%	2
- CCC(C(=O)NC(C)(C)C)N(Cc1ccco1)C(=O)CNS(=O)(=O)c1ccc(OC)cc1 (stereo unspecified)
 : -14%	4%	.	0%	0%	0%	5	.	-0.3%	1%	-1
- O=C(OCc1nc2ccccc2s1)c1ccccc1O
 : 20%	0%	-6%	-7%	1%	-1%	-14	-4%	-0.1%	7%	0
- Cc1ccc(NC(=O)COC(=O)c2ccc(Cl)cc2)cc1S(=O)(=O)N(C)C
 : 37%	-12%	21%	2%	13%	-1%	-9	8%	1.1%	-25%	-1
- CN1CCC/C1=C1/C(=O)N(c2ccccc2)N=C1NC(=O)Nc1cccc(Cl)c1
 : ?	-6%	5%	?	-1%	-9%	16	?	-0.1%	-2%	2
- O=C(CSCc1cccc(Cl)c1)NCc1ccc2c(c1)OCO2
 : 11%	1%	0%	-3%	-4%	-2%	-8	-19%	-0.1%	-1%	.
- c1ccc2c(c1)OCCOCCOc1ccccc1OCCOCCO2
 : 11%	-2%	-6%	11%	.	-1%	-3	-1%	-0.7%	8%	3
- CSCCC(NS(=O)(=O)/C=C/c1ccccc1)C(=O)O (stereo unspecified)
 : -14%	-1%	-2%	?	3%	-3%	26	-1%	0.1%	-3%	6
- Cc1ccc(S(=O)(=O)NCC(=O)Nc2cccc([N+](=O)[O-])c2)cc1
 : 0%	-3%	0%	0%	-2%	-1%	-2	0%	-0.1%	-2%	-11
- Cc1cc(C(=O)OCC(=O)Nc2cccc(S(N)(=O)=O)c2)c(C)o1
 : 26%	2%	.	-7%	.	-3%	-10	.	-0.2%	0%	.

Brought forward from above: two entries, then new ones.
Second line of a record: a7 integrin act	Tb PFK inh	PKM2 act	BCR signal inh	GALK inhibitor	TSG101-PTAP inh	Giardia killer	Menin-MLL TR inh	B2AR arrestin	ASM inhibitor	FBPA coupling cs
- Cc1ccc(S(=O)(=O)NCC(=O)Nc2cccc([N+](=O)[O-])c2)cc1
 : 0%	-3%	0%	0%	-2%	-1%	-2	0%	-0.1%	-2%	-11
- Cc1cc(C(=O)OCC(=O)Nc2cccc(S(N)(=O)=O)c2)c(C)o1
 : 26%	2%	.	-7%	.	-3%	-10	.	-0.2%	0%	.
- Cc1cc(NS(=O)(=O)c2ccc(NC(=O)CSc3nc4ncccc4[nH]3)cc2)nc(C)n1
 : -10%	1%	0%	-1%	7%	-2%	0	.	0.0%	2%	5
- Cc1cc(SCC(=O)N(CC(C)C)c2c(N)n(CC(C)C)c(=O)[nH]c2=O)nc2ccccc12
 : -5%	0%	.	-12%	.	-3%	22	.	-0.3%	4%	.
- CC(CCC(=O)O)C1CC[C@@]2(C)C3C(=O)CC4C(C)(C)C(O)CC[C@]4(C)C3C(=O)C[C@]12C (stereo partly specified)
 : -1%	4%	1%	?	-2%	0%	1	0%	-0.5%	0%	-2
- COc1cccc(C(=O)/C=C/c2ccc(N3CCCCC3)c([N+](=O)[O-])c2)c1
 : -30%	0%	-6%	-16%	-2%	-1%	27	-5%	0.5%	-9%	-7
- CCC(=O)Nc1ccc(C(=O)OCc2ccccc2)cc1
 : 10%	2%	-2%	?	0%	-1%	3	28%	4.7%	1%	6
- Cn1c(=O)c2ccccc2n2c(CCl)nnc12
 : -75%[inhibitor]	1%	6%	0%	13%	-3%	-2	-10%	0.5%	0%[11.5 µM]	5
- CCOC(=O)c1c(-c2ccc(C)o2)csc1NC(=O)COC(=O)c1ccc(NC(N)=O)cc1
 : -7%	2.1µM*	?	?	0%	0%	-2	-8%	4.2%	5%	1
- O=C(c1cc(-c2ccccc2Cl)nc2ccccc12)N1CCC1
 : -16%	2%	.	0%	.	-2%	-1	.	-0.3%	9%	.
- CS(=O)(=O)N1CCN(C(=O)c2cccnc2)CC1
 : 28%	2%	-2%	2%	-1%	-6%	-7	6%	-1.9%	5%	3
- C=CCn1c(C)cc(C(=O)COC(=O)CCc2cc(OC)c(OC)c(OC)c2)c1C
 : 9%	2%	.	?	.	0%	4	.	-0.3%	-2%	.

Second line of a record: a7 integrin act	Tb PFK inh	PKM2 act	BCR signal inh	GALK inhibitor	TSG101-PTAP inh	Giardia killer	Menin-MLL TR inh	B2AR arrestin	ASM inhibitor	FBPA coupling cs
- Cn1cc(/C=C2\SC(=O)N(c3ccc(O)cc3)C2=O)c2ccccc21
 : -26%	-3%	1%	?	2%	-9%	-16	.	7.4%	-7%	-10
- CNc1c(NS(=O)(=O)c2ccc(F)c(Cl)c2)c(=O)oc2ccccc12
 : 1%	7%	4%	0%	11%	-5%	-12	?	-0.5%	-3%	3
- c1ccc(CNc2ncnc3nc[nH]c23)nc1
 : -9%	0%	-1%	5%	1%	-2%	32[activator]	12%	0.0%	4%	-1
- Oc1c(Br)cc(Br)c(/C=N/n2c(-c3ccccc3)n[nH]c2=S)c1Br
 : 14%	-20%	12%[11.5 µM]	?	-4%	-3%	-10	?	-0.4%	-20%	-4
- COc1ccc(CCn2nnc(-c3ccc(NC(C)=O)c(Cl)c3)n2)cc1
 : 0%	-4%	-1%	-4%	0%	-1%	-11	-1%	-0.2%	-2%	3
- O=C(Cn1cnc2ccccc2c1=O)N1CCN(c2ccc(F)cc2)CC1
 : 23%	-7%	-8%	3%	14%	-3%	-10	-5%	-0.9%	0%	0
- Cc1cc(NC(=O)C(C)Sc2nc(-c3cccs3)nc3ccccc23)no1 (stereo unspecified)
 : 25%	-16%	.	-1%	.	-1%	19	.	0.1%	.	.
- COc1ccccc1C1CCCN1Cc1nc(-c2ccc(C)s2)oc1C (stereo unspecified)
 : 4%	0%	-9%	16%	-3%	-2%	18	-25%	-0.7%	6%	-1
- Cc1cccc(NC(=O)c2cnc3scc(C)n3c2=O)c1
 : 7%	-3%	3%	11%	1%	-4%	1	2%	-0.5%	3%	0
- O=C(Nc1ccccc1C(=O)NC1CCCCC1)c1ccccc1
 : -12%	-1%	1%	0%	-3%	-1%	-6	.	-0.4%	-12%	.
- COc1cc(/C=C(\C#N)C(=O)N2CCc3ccccc32)ccc1O
 : ?	-4%	10%	?	-2%	-2%	14	27%	0.3%	-10%	3
- Cc1ccc(N2CC(C(=O)N3CCOCC3)CC2=O)cc1C (stereo unspecified)
 : 10%	-22%	.	5%	6%	-3%	4	-15%	-0.1%	-15%	-2

A portion of the library; the hit share may differ from the screen's.
